# Mm-Cpn inhibitor: inhibitors of Methanococcus maripaludis chaperonin (MmCpn); purified Mm-Cpn ATPase, ADP Transcreener TR-FRET; Potency, µM (top dose mostly 76.9 µM), without a hit: at the top dose activity, negative = inhibition, actives largely listed as inhibitors; 0.031% of 330,000 active; AID 504842; note: potency is the fitted concentration of half-maximal effect; % is set by controls: 0 for no effect and ±100 for the full control effect; nearly all actives have a fitted effect of over 80% in size
#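 Purified archaeal Mm-CPN (25nM final) preincubated 10 min at 37degC with compound, then 10uM ATP for 30 min at 37degC; ADP measured by HTRF Transcreener TR-FRET; buffer 30 mM TRIS pH 7.4, 100mM KCl, 5mM MgCl2, 1mM DTT.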
# EPAC1 ag: EPAC1 (human) agonism; Potency, µM (series often up to 154 µM), inactives show at the highest dose activation, hits mostly activators; 0.073% of 360,000 active; EPAC1 agonist qHTS, biochemical assay; response scale: 100% = response to 6.5 mM cAMP; O95398; note: potency is the fitted concentration of half-maximal effect; nearly all actives have a fitted effect of over 60% in size
#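 Multi-concentration qHTS readout: loss of Rap1B-bound BODIPY-GDP fluorescence driven by 100 nM EPAC1 with excess GDP (50 uM), monitored kinetically at room temperature; agonist response expressed relative to 6.5 mM cAMP.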
# WRN helicase inh: blocks human WRN helicase; Q14191; WRN helicase unwinding, fluorescent forked duplex, kinetic; Potency, µM (top dose mostly 114 µM), inactives show at the top dose activity change, negative = inhibition, usual class: inhibitors; 0.46% of 360,000 active; note: potency is the fitted concentration of half-maximal effect; % is set by controls: 0 for no effect and ±100 for the full control effect; nearly all actives have a fitted effect of over 55% in size
# Target sequence (Q14191 whole entry, looked up): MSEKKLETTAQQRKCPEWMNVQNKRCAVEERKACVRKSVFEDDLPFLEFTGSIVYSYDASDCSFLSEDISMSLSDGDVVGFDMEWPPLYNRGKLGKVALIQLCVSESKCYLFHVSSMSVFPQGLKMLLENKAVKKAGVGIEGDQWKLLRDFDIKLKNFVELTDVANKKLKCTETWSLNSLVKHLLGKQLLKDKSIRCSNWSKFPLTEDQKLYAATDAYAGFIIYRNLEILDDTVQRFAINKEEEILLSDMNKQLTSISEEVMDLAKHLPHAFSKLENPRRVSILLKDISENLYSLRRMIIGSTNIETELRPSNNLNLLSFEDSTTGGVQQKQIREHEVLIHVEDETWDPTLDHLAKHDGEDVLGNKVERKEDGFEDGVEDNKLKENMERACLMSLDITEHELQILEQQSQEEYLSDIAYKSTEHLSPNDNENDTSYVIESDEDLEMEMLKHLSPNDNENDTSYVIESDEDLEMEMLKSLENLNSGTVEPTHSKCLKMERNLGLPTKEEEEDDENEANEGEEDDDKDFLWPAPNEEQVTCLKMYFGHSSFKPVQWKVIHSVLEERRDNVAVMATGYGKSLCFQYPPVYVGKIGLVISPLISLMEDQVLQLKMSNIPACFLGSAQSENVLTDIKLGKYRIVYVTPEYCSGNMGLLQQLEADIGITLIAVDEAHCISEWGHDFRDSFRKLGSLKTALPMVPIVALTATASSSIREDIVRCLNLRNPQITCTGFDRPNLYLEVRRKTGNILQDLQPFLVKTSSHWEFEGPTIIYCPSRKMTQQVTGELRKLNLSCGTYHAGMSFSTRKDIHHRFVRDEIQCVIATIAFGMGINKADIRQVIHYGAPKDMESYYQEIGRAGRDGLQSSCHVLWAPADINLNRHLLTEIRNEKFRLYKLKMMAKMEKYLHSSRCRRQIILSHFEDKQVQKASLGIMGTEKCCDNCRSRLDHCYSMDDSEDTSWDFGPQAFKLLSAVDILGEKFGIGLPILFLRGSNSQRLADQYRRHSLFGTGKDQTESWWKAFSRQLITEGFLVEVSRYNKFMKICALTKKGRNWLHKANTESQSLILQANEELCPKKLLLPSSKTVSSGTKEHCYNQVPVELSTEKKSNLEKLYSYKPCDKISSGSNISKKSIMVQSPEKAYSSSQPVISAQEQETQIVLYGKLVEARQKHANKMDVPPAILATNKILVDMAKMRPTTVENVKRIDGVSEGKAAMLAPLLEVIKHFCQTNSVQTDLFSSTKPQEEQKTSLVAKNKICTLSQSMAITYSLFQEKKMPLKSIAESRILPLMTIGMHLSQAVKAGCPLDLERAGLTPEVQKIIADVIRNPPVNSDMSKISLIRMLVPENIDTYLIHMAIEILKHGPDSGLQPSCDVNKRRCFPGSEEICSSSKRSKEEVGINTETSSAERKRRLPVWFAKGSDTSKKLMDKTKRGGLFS
#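 Enzyme (20 nM final) and test compound sit together 15 min at room temperature before substrate addition. Substrate is a single-forked duplex oligonucleotide (100 nM) labelled with fluorophore and quencher, with 2 mM ATP; helicase unwinding raises red fluorescence, read kinetically.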
# CCT chaperon mod: modulators of cytosolic chaperonin (CCT/TRiC) activity; purified chaperonin ATPase assay, HTRF ADP detection, 30 min; activity change, % (no concentration beside the values), hits read low; 0.3% of 360,000 active; AID 651819; in the data active = activity change below about -30%; note: % is set by controls: 0 for no effect and ±100 for the full control effect
#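 First, chaperonin was dispensed at 40 nM or 20 nM final depending on batch activity. Next, compounds were pinned at 76 uM and ATP added at 10 uM. After 30 min at 37 °C, ADP detection reagents ran 30 min at ambient temperature.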
# PLK1 PBD block: PLK1 (human) polo-box domain binding inhibition. P53350. 2.8% of 360,000 active. AID 720504. Potency, µM, without a hit: max response, negative = inhibition, usual class: inhibitors. Plk1 PBD binding of FITC phosphopeptide, fluorescence polarization; note: potency is the fitted concentration of half-maximal effect; series mostly up to about 57 µM; % is set by controls: 0 for no effect and ±100 for the full control effect; nearly all actives have a fitted effect of over 65% in size
# PI5P4K alpha inh: blocks human PI5P4K alpha kinase activity. AID 652105. P48426. 1.2% of 330,000 active. max response, %. PI5P4Kalpha enzyme, ADP-Glo luminescence, 60 min; active compounds read low; active = max response of -50% or lower; inconclusive = between -30% and -50%; inactive = -30% or higher; note: value at the top dose of about 77 µM; % is set by controls: 0 for no effect and ±100 for the full control effect
#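 PI5P4Kalpha ADP-Glo assay; 5 microM ATP final; 60 min RT reaction; HEPES pH 7.4/EGTA/CHAPS, 5% DMSO; controls lacking substrate or enzyme; luminescent end-point.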
# EPAC2 antagonist: blocks human EPAC2 exchange factor; Q8WZA2; EPAC2 GEF exchange of Rap1B-BODIPY-GDP, fluorescence; Potency, µM (doses to about 114 µM), inactives show at the highest dose activity, negative = inhibition, usual class: inhibitors; 0.18% of 360,000 active; AID 720708; note: potency is the fitted concentration of half-maximal effect; % is set by controls: 0 for no effect and ±100 for the full control effect; nearly all actives have a fitted effect of over 45% in size; many of its hits are not listed in these tables
# EPAC1 antag: antagonists of human EPAC1. O95398. EPAC1 GEF assay, Rap1b-BODIPY-GDP exchange fluorescence. Potency, µM (top dose mostly 115 µM), without a hit: top-dose activity change, negative = inhibition, hits mostly inhibitors. 0.14% of 360,000 active;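 note: potency is the fitted concentration of half-maximal effect; plate controls were vehicle for no effect and positive control for full effect; nearly all actives have a fitted effect of over 50% in size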
# The depositor's hits bear a star; ? = inconclusive; · = no result given; [ ] = remark or other dose. Unless noted, calls come from the whole dose curve; as a rule, active = well fitted curve in the direction sought with a large enough effect; inconclusive = small, poorly fitted or top-dose-only effect, or another doubt; inactive = no such curve, though single readings can be large; an effect the other way counts as inactive or inconclusive.
EPAC1 antag	PLK1 PBD block	CCT chaperon mod	Mm-Cpn inhibitor	EPAC2 antagonist	PI5P4K alpha inh	WRN helicase inh	EPAC1 ag	Compound
-8%	-9%	1.1	-3%	0%	-5	-2%	?	Cn1cc(C(=O)N/N=C/C2=C(N3CCOCC3)C(=C\c3ccccc3)/CC2)ccc1=O
5%	-6%	-0.9	-2%	-4%	8	4%[57.1 µM]	1%	COc1cc(/C=C/C(=O)O)ccc1OCc1cnc(Cl)s1
-11%	-7%	0.0	-1%	?	14	-7%	9%	COC(=O)c1cn(C(=O)c2ccc(OC)cc2)c2ccccc12
-5%	-7%	-0.3	0%	0%	-3	4%	-15%	CC(Sc1nnc(-c2ccc(OC(F)F)cc2)o1)C(=O)NCC1CCCO1 (stereo not given)
10%	-2%	2.5	-1%	9%	·	10%	-6%	CN(CCO)C(=O)c1cccc2c1-c1ccccc1C2=O
-20%	-18%	-3.7	-5%	-10%	-20	-14%	-7%	COc1ccc(-n2nnc3c(SCC(=O)NCc4ccco4)ncnc32)cc1
2%	-7%	0.4	-4%	-1%	-10	5%	0%	Cc1cc(-n2c(C)cc(C(=O)COc3ccccc3[N+](=O)[O-])c2C)no1
3%	-14%	0.0	-9%	?	-5	2%[11.6 µM]	-10%	CC(=O)C1=C(O)C(=O)N(c2ccc(Br)cc2)C1c1ccc(Br)cc1 (stereo not given)
-12%	-7%	2.0	-2%	6%	9	-15%	1%	COc1cc(C(C)=O)ccc1OCc1cc(C(=O)N2CCSCC2)no1
29%	-3%	0.5	?	24%	-6	-2%	0%	CCOC(=O)N1CCN(C(=S)Nc2ccc(C)cc2C)CC1
9%	5%	0.2	2%	7%	3	-7%	9%	CC(C)CCN1C(N(C)C)=NC[C@@H]1C
3%	-1%	-2.2	?	8%	·	2%	-4%	O=C1[C@@H]2[C@H](C(=O)N1Cc1ccco1)[C@H]1C=C[C@@H]2C1
-5%	0%	0.8	-3%	12%	-3	3%	-6%	O=C(NC(=S)NC1CCS(=O)(=O)C1)c1ccccc1 (stereo not given)
-12%	5%	-1.7	1%	1%	-1	2%	1%	CC1Cc2nc(SCC(N)=O)n(Cc3ccccc3)c(=O)c2S1 (stereo not given)
·	14%	-3.8	0%	444%[activator]	?	79µM*	56µM*	O=C(O)c1ccccc1-c1ccc(/C=C/c2cc(C(F)(F)F)[nH]c(=O)n2)o1
-2%	-7%	-0.8	1%	-4%	2	4%	6%	c1ccc2c(N3CCCCC3)nc(N3CCOCC3)nc2c1
-6%	-11%	-2.7	-2%	0%	-2	-30%	1%	CC(Oc1ccc(C(C)(C)C)cc1)C(=O)NC1CC(C)(C)NC(C)(C)C1 (stereo not given)
-1%	-11%	-1.3	-1%	-1%	-23	-4%	10%	CCOC(=O)c1[nH]cnc1C(=O)O
1%	-12%	-1.5	-2%	1%	2	?	8%	C#CCn1cc(/C=C2\NC(=O)NC2=O)c2ccccc21
-8%	-6%	0.3	·	4%	-1	11%	-8%	C#CCNC(=O)C[C@@H]1C[C@@]2(C(=O)OCC)CCCC=C2N(Cc2ccco2)C1=O
1%	-6%	0.5	·	-7%	6	-10%	4%	COc1cc(NC(=O)C2CC(c3ccccc3O)=NO2)cc(OC)c1OC (stereo not given)
-1%	-19%	-1.9	1%	10%	-2	6%	4%	COc1ccc(OC)c(NC(=O)CSc2nnc(CNC(=O)c3ccccc3F)o2)c1
-4%	0%	1.7	-1%	10%	18	-32%	2%	Cc1cc(OCc2cc(C(=O)N3CCCCCC3)no2)cc(C)c1Cl
-8%	2%	-1.4	·	-22%	-2	-11%	2%	CC1(C(=O)Nc2cnc3ccccc3c2)CCN1C(=O)CC(c1ccccc1)c1ccccc1 (stereo not given)
-17%	-2%	-1.3	0%	-17%	-1	5%	-8%	Cc1cc(C)cc(N(CC(=O)NCc2ccco2)S(=O)(=O)c2c(C)noc2C)c1
19%	-5%	1.3	4%	?	1	1%	-10%	CC(=O)c1cc2c(cc1NS(=O)(=O)c1ccccc1F)OCO2
-15%	-13%	1.6	-1%	-4%	8	-7%	12%	O=C(COc1ccccc1Cl)Nc1ccc(NC(=O)c2ccco2)cc1
-17%	-11%	-3.2	-9%	-1%	-3	-30%	2%	COc1ccccc1-n1c(SCC(=O)Nc2ccc(NC(C)=O)cc2)nc2c([nH]c3ccccc32)c1=O
-3%	-4%	2.0	1%	-1%	3	5%	-2%	CCCCc1nc2ccccc2c(N)c1CCC (tested in a mixture with another compound)
18%	-4%	1.3	5%	-2%	-6	2%	-15%	CC(C)(C)NC(=O)COC(=O)c1ccccc1OCC(=O)Nc1ccc(Br)cc1

# Compound profiles, as listed above. Order of screens: EPAC1 antag, PLK1 PBD block, CCT chaperon mod, Mm-Cpn inhibitor, EPAC2 antagonist, PI5P4K alpha inh, WRN helicase inh, EPAC1 ag
# COc1ccccc1-n1c(SCC(=O)Nc2ccc(NC(C)=O)cc2)nc2c([nH]c3ccccc32)c1=O is entered as -17%, -11%, -3.2, -9%, -1%, -3, -30%, 2%
# CC1Cc2nc(SCC(N)=O)n(Cc3ccccc3)c(=O)c2S1 (stereo not given) is entered as -12%, 5%, -1.7, 1%, 1%, -1, 2%, 1%

# Only CCT chaperon mod and EPAC2 antagonist, for some of the entries so far:
Structure	CCT chaperon mod	EPAC2 antagonist
COc1ccc(-n2nnc3c(SCC(=O)NCc4ccco4)ncnc32)cc1	-3.7	-10%
COc1cc(/C=C/C(=O)O)ccc1OCc1cnc(Cl)s1	-0.9	-4%
CC(C)(C)NC(=O)COC(=O)c1ccccc1OCC(=O)Nc1ccc(Br)cc1	1.3	-2%
COc1ccccc1-n1c(SCC(=O)Nc2ccc(NC(C)=O)cc2)nc2c([nH]c3ccccc32)c1=O	-3.2	-1%
CC1Cc2nc(SCC(N)=O)n(Cc3ccccc3)c(=O)c2S1 (stereo not given)	-1.7	1%

# Later entries.
EPAC1 antag	PLK1 PBD block	CCT chaperon mod	Mm-Cpn inhibitor	EPAC2 antagonist	PI5P4K alpha inh	WRN helicase inh	EPAC1 ag	Compound
4%	-1%	2.2	0%	7%	2	-9%	-14%	CC(C)c1ccc(NC(=O)CCNC(=O)Cn2cnc3ccccc3c2=O)cc1
24%	0%	0.2	-8%	21%	-1	4%	1%	N#Cc1ccccc1OCCCNC1CCCC1
10%	-18%	0.7	1%	2%	·	-1%	-11%	COc1ccc(NC(=O)CSc2nnc(Cc3ccccc3)o2)c(OC)c1
0%	-2%	-0.8	-1%	-26%	-8	-3%	2%	O=C(Nc1ccccc1Cc1ccccc1)c1ccccc1F
-7%	-8%	-1.9	?	1%	·	-7%	9%	O=C(NC1CCCCC1)c1noc2c1CCCCC2
14%	-17%	4.4	0%	-2%	-11	8%	6%	CCNC(=O)COC(=O)CNC(=O)c1cc(Cl)cc([N+](=O)[O-])c1
?	-16%	1.0	-1%	3%	-5	-7%	1%	COc1ccccc1C(=O)NC(CCSC)C(=O)NNC(=O)c1ccccc1O (stereo not given)
-20%	-12%	-3.6	2%	-10%	4	3%	2%	Cc1cccc(NC(=O)c2cc(-c3cc(C)cc(C)c3O)n[nH]2)c1
2%	-7%	-3.3	-1%	-2%	0	-7%	2%	COc1ccccc1CNC(=O)CCC(=O)Nc1nnc(C(C)C)s1
-12%	1.2µM*	-0.4	·	3%	-3	-8%	-6%	CC1(C)CC(=O)C(=Cc2cn(-c3ccccc3)nc2-c2ccccc2)C(=O)C1
-3%	-6%	-3.8	1%	4%	1	2%	6%	O=C(/C=C/c1ccccc1)NCc1ccc2c(c1)OCO2
-6%	-5%	-2.2	-7%	2%	4	7%	-4%	CC12CC3(C)CC(C)(C1)CC(NC(=O)N1CCCC1)(C2)C3
?	-6%	0.1	2%	-16%	3	-16%[11.6 µM]	7%	O=C(CCl)N(c1ccc(Cl)cc1)c1c[nH]c2ccccc12
0%	-1%	2.6	-13%	-6%	·	-16%	16%	O=C(Nc1ccc(Oc2ccc(NC(=O)c3ccco3)c(NC(=O)c3ccco3)c2)cc1)c1ccco1
0%	-11%	-2.4	1%	-7%	·	-10%	7%	Cc1cccc(N=Nc2c(N)n[nH]c2-c2ccc(Cl)cc2)c1
2%	-9%	1.3	0%	-5%	·	-6%	7%	CCOC(=O)c1c(N)sc2c(O)c(Br)ccc12
-1%	-10%	-0.5	·	-12%	-1	-4%	6%	CC(C)C[C@H]1CN(CCCC[C@H]2CNC(=O)C(=O)N2CCC2CCCCC2)C(=O)C(=O)N1CCc1ccccc1
-23%	4%	1.4	·	-20%	9	-12%	-25%	CCO[C@H]1OC(C(=O)N2CCN(Cc3ccccc3)CC2)=C[C@@H](c2ccc(C(F)(F)F)cc2)[C@@H]1CCCO

# An excerpt. The share of hits here may be higher or lower than overall.
